Bioassay records deposited in PubChem by several laboratories.
VIM-2 inhibitor = inhibitors of Pseudomonas aeruginosa VIM-2 metallo-beta-lactamase; 0.89% of 290,000 active; purified VIM-2, nitrocefin hydrolysis, epi-absorbance fluorescence; inhibition, % at 5.6 µM;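 active means inhibition above the mean of all tested compounds plus 3 SD, cutoff set per screening run, cut at about 7.5% in these data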;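 further: red hydrolysis product quenches plate fluorescence so inhibitors raise well fluorescence; 0% = enzyme with DMSO and 100% = DMSO without enzyme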
MEKK2 mut-MEK5 = signal of MEK5 binding to mutant human MEKK2 PB1 domain; bead flow cytometry, Alexa488-MEK5 binding to MEKK2 mutant; percent response, % at 10 µM; AID 1530; 0.35% of 290,000 active; in the data active means percent response above about 24%, passing the limit was not always enough; further: inactives centre near 1; some results filed as inactive read as strong as hits
NALP1 inh = NALP1 inhibition; S. cerevisiae NALP1/ASC/caspase-1 growth, X-gal OD620, 72 h; inhibition, % at 10 µM; 0.61% of 280,000 active; AID 2071; in the data active means inhibition mostly above about 24%, no sharp cut-off; inactive means mostly below about 32%; further: some compounds called inactive have numbers as strong as hits
UBC9 SUMO inh = inhibitors of human SUMOylation (UBC9) | HTRF SUMOylation assay, SAE1/SAE2 + UBC9, in vitro | inhibition, % at 35 µM | AID 2006 | P63279 | 0.36% of 290,000 active; in the data active means inhibition above about 50%, passing the limit was not always enough; further: strong numbers were not always called active
Target sequence (P63279 whole entry, looked up): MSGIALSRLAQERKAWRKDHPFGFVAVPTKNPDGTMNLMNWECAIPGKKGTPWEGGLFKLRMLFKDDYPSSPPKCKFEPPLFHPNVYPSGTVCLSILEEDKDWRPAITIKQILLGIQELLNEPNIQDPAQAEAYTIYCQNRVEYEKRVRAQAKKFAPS
MEKK2 WT-MEK5 = raises or lowers MEK5 binding to wildtype human MEKK2 PB1 domain. Q9Y2U5. binding response (% of control), % at 10 µM. bead flow cytometry, Alexa488-MEK5 binding to MEKK2 WT; actives lie on both sides. 1.1% of 290,000 active; in the data active means binding response below about 67% or above about 130%
DNA FID counter = displaces DNA intercalator in HCV helicase counter-screen. DNA fluorescent intercalator displacement, fluorescence. inhibition, % at 7.9 µM. 0.17% of 290,000 active. AID 1845; in the data active means inhibition above about 37%;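 further: 0% = vehicle and 100% = reference compound; higher means more ethidium bromide displaced from hairpin DNA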
IMP-1 inh = inhibitors of Pseudomonas aeruginosa IMP-1 metallo-beta-lactamase; purified IMP-1, nitrocefin hydrolysis, epi-absorbance fluorescence; inhibition, % at 5.6 µM; 0.45% of 290,000 active; AID 1556;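 active means inhibition above the mean plus 3 SD of all compounds in the same screening run, cut at about 4.5% in these data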;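 further: 0% = IMP-1 with DMSO and 100% = DMSO wells lacking enzyme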
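assay system = purified recombinant IMP-1 metallo-beta-lactamase enzyme | schedule = 15 min preincubation plus 25 min reaction at 25 °C | signal = Epi-absorbance fluorescence, 480 nm excitation, 530 nm emission | read-out basis = percent inhibition from optical density relative to buffer-blank wells | controls = IMP-1 with DMSO as 0%, enzyme-free DMSO as 100%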
NS3 helicase inh = HCV NS3 helicase inhibition; NS3 helicase DNA unwinding, Cy5 molecular beacon fluorescence; inhibition, % at 10.9 µM; 0.56% of 290,000 active;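 active means inhibition above the mean of all tested compounds plus 3 SD, set per campaign, cut at about 35% in these data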;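 further: 0% = DMSO wells and 100% = thioflavine S control wells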
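test system = hepatitis C virus NS3 helicase domain fragment enzyme | reagent = annealed dual-labelled DNA beacon duplex, ATP-started | times = 1 h at 25 °C | detection = Cy5 fluorescence, 0 and 60 min reads | read-out basis = percent inhibition from t60/t0 fluorescence ratio | control set = DMSO and thioflavine S | replication = one well per compound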
PfM18AAP inh = PfM18AAP enzyme inhibition. recombinant PfM18AAP, H-Glu-NHMec fluorogenic cleavage. inhibition, % at 7.35 µM. 1.2% of 290,000 active. AID 1822;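 active means inhibition above the campaign mean inhibition over all tested compounds plus 3 SD, cut at about 28% in these data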;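 further: 0% = plate median of test compound wells and 100% = 2 mM ZnCl2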
An asterisk follows results filed as active; / = no result given; & = joins results of further samples.

SMILES	VIM-2 inhibitor	MEKK2 mut-MEK5	NALP1 inh	UBC9 SUMO inh	MEKK2 WT-MEK5	DNA FID counter	IMP-1 inh	NS3 helicase inh	PfM18AAP inh
CCS(=O)(=O)N1Cc2ccccc2CC1C(=O)OCC(=O)N(C(C)C)C(C)C (centres undefined)	-2.9	1	17	-8	99	-27	-1.7	3	-2
COc1ccc(OC)c(C(=O)NC(CC(N)=O)c2ccc(NCCN3CCCCC3)c([N+](=O)[O-])c2)c1 (centres undefined)	0.7	1	9	3	106	1	-2.3	4	-1
O=C(NCCO)c1ccccc1O	-3.4	8	-14	0	111	0	-1.7	3	2
Cc1nc(N2CCCCC2)c2c(-c3cccs3)csc2n1	-2.3	-8	11	12	100	-12	-2.8	12	7
CCc1cccc(CC)c1NC(=O)COn1nnc2ccc(C(F)(F)F)cc21	-1.7	-1	22	-2	99	-3	-2.6	-5	-3
O=S(=O)(NCc1cccnc1)c1ccc2ccccc2c1	1.2	-1	19	-7	105	-9	-0.3	0	-4
Cc1cccc(N(CC(=O)NC2CCCCC2)C(=O)CCCC(=O)Nc2ccccn2)c1C	0.7	0	13	15	100	-38	-1.3	-12	-7
CN(C)C(C(=O)Nc1cc(Cl)cc(Cl)c1)c1ccccc1 (centres undefined)	-2.9	-3	15	-10	107	16	-2.4	-26	2
Cc1ccc2c(c1)C(=O)C(=O)N2CCCOc1ccccc1C	1.8	-12	4	-15	83	-13	-1.1	-8	8
Cc1ccc(C(=O)NCc2cccs2)cc1S(=O)(=O)N1CCCCC1	0.4	-4	23	-4	93	-8	-1.5	7	-8
Nc1cc(C(F)(F)F)ccc1-n1cccc1	-3.1	5	2	-17	104	3	-4.3	13	-10
CCOC(=O)c1sc(NC(=O)CSc2nc(O)c(Cc3ccccc3)c(=O)[nH]2)nc1C	-2.9	-3	17	10	92	-1	-3.0	0	1
Cc1nnc(SCC(=O)OC2CC(C)CCC2C(C)C)[nH]c1=O (centres undefined)	-5.4	0	12	11	108	0	-3.0	-7	-2
Cc1cc(C(=O)CSc2nncs2)c(C)n1-c1ccc2c(c1)OCO2	0.3	-3	40	-2	95	-14	-1.1	-1	4
Cc1ccc(-c2c3c(=O)n(C)c(=O)n(C)c3cn2CCCN2CCOCC2)cc1	1.5	3	1	8	106	-8	-0.8	1	-2
N#C/C(=C/c1ccc(F)cc1)S(=O)(=O)c1ccccc1	1.4	-25	10	8	80	-6	-0.2	18	-9
Cc1nnc(SCC(=O)NC(C)(C)C)n1NCc1ccc(N(C)C)cc1	-1.2	3	-21	-5	103	-20	-2.7	4	9
CCC1SC(C)C/C(=N/NC(N)=O)C1C (centres undefined)	-3.7	-1	1	14	102	-2	-4.0	0	0
O=C(O)c1c2c(nc3ccccc13)/C(=C/c1ccc(OC(F)F)cc1)CCC2	0.3	-5	6	18	98	-32	0.1	-9	-12
CN(Cc1ccccc1)C(=O)CN(Cc1ccccc1)S(C)(=O)=O	-2.8	-4	-12	20	99	-13	-3.2	0	0
CN(CCNC(=O)C1CCCN(c2ncnc3c2nc2n3CCCCC2)C1)Cc1ccccc1 (centres undefined)	3.9	9	10	16	106	17	-3.1	-11	-1
C/C(Cn1nnc([N+](=O)[O-])n1)=N\NC(=O)c1ccccc1	-2.3	1	1	33	103	-1	-1.6	-1	-2
CC(=O)c1c(C)n(CCc2ccc(Cl)cc2)c2ccc(O)cc12	-1.4	7	5	7	102	-5	-2.5	1	9
O=C(c1ccc(S(=O)(=O)c2ccc(Cl)cc2)cc1)N1CCOCC1	-0.7	1	6	-8	101	-5	-2.2	7	0
Cc1ccc(S(=O)(=O)c2c(CO)c(-c3ccccc3)nn2C)cc1	-3.3	-8	9	10	90	-17	2.2	2	-3
CCOc1ccc(CC(=O)NNC(=S)Nc2ccccc2)cc1Br	-2.5	-2	6	-79	102	-29	-3.0	-3	3
COc1ccc(CN2C3CCCC2CC(NC(=O)Nc2cccc(C)c2)C3)cc1 (centres undefined)	-0.7	1	10	-4	97	15	-7.2	-33	0
O=C(Cn1cc(C(=O)c2cccs2)c2ccccc21)NC1CCCCC1	-1.9	0	5	16	97	-5	-2.6	-10	2
COc1ccccc1CNC(=O)COC(=O)CCC(=O)c1cccs1	-3.9	0	12	-2	100	-15	-1.7	-9	-2
O=C(O)COc1ccccc1C1C2C(=O)N(c3ccccc3)C(=O)C2ON1c1ccccc1 (centres undefined)	-2.6	-5	2	-10	96	-28	0.4	25	12
C[C@H](N)C(=O)OCc1ccc([N+](=O)[O-])cc1	-1.9	4	14	10	101	1	-2.3	1	-5
CCOC(=O)c1[nH]c(C)c(C(=O)Nc2ccc(C)c(F)c2)c1C	-1.8	-2	/	18	96	-18	-4.0	2	-7
CC(C)Cn1c2ccccc2c2cc(C(=O)O)ccc21	-2.9	3	-9	18	104	-17	-0.3	18	55*
Cc1ccc(Sc2c([N+](=O)[O-])c(=O)n(C)c3ccccc23)cc1	0.8	12	6	8	104	-7	-1.8	0	-76
COc1ccccc1NC(=O)c1ccc2c(c1)N(CC(=O)NC(C)C)C(=O)C(C)(C)O2	-4.4	1	5	-19	99	-28	-2.8	-4	3
Cc1cc(/C=C2\SC(=S)N(C)C2=O)c(C)n1-c1cccc(O)c1	3.8	-11	16	15	74	-7	0.1	83*	11
CN(C)CCNc1oc(-c2ccccc2F)nc1C#N	-0.6	-1	20	35	100	1	-1.8	-3	2
Cc1ccc(NC(=O)C(=O)c2ccc(C)cc2)cc1	-2.4	11	9	0	102	-7	-2.4	0	5
Cc1cc(C)n(C(=O)CCCCCCCCC(=O)n2nc(C)cc2C)n1	-5.9	-6	0	-2	97	-3	-2.7	-3	12
N#CC(=C=[N-])c1nc2ccccc2nc1-[n+]1ccccc1	-3.4&-4.8	-21&5	9&0	18&-1	90&110	-2&2	-3.2&-4.2	-2&3	-6&5
COc1ccc(S(=O)(=O)N(C)CC(=O)Nc2ccc(F)cc2)cc1	-0.7	2	-36	-14	96	-2	-0.5	-9	-7
CCOC(=O)C1=C(c2ccccc2)NC(=O)NC1c1ccc(O)c(Cl)c1 (centres undefined)	-0.1	0	6	-11	102	-13	-0.3	5	4
O=C(CN1CCN(c2ccccn2)CC1)Nc1ccccc1F	-2.2	8	1	6	108	-11	-3.2	2	-14
CCCn1c(CCC(=O)O)nc2cc(S(=O)(=O)N3CCCC3)ccc21	0.0	6	/	26	110	-14	-3.1	1	0
CN1CCNC(=O)C1CC(=O)O (centres undefined)	-0.5	4	-6	21	103	0	-2.6	0	6
CC(=O)n1nc(-c2ccncc2)nc1SCC(=O)Nc1cccc(Cl)c1	0.8	4	-1	10	108	0	-0.4	-2	-6
Cc1cccc(-n2c(SCc3cc(=O)n4c(C)cccc4n3)nc3[nH]ncc3c2=O)c1	-2.5	/	-2	1	/	-13	-1.6	8	2
COC(=O)c1ccc(-c2csc(NC(=O)C3=COCCO3)n2)cc1	-2.1	8	16	9	106	-17	-0.4	-12	3
O=C(N/C(=C/c1ccccc1)C(=O)N1CCCCC1)c1ccccc1	-1.8	8	8	19	110	-41	-3.3	-1	-14
CC(=O)Nc1cccc(CCc2nc3ccccc3[nH]2)c1	-1.8	4	5	-2	108	-3	-6.0	0	2
COc1ccc(C(=O)N/N=C/c2c[nH]c3ccccc23)cc1	0.8	8	-9	10	104	-7	-2.6	24	7
CC1CCCN(C(c2cccs2)c2nnnn2Cc2ccccc2)C1 (centres undefined)	-2.0	1	6	-16	93	-26	-2.6	-5	7
CCCCN(C)C(=S)Nc1ccc2nc(N3CCN(CC)CC3)cc(C)c2c1	-1.1	6	-18	10	115	16	-3.8	-17	2
COc1ccc(OCC(O)Cn2c(N3CCCCC3)nc3c2c(=O)[nH]c(=O)n3C)cc1 (centres undefined)	-1.3	8	6	9	106	-29	-2.7	-2	-7
COc1cc(NC(=O)Nc2cccc(Cl)c2)c(C(=O)O)cc1OC	-0.9	3	7	12	106	-21	-2.5	-1	6
CC(NC(=O)c1ccccc1[N+](=O)[O-])C1CC2CCC1C2 (centres undefined)	-2.0	4	13	2	109	-4	-0.6	5	5
CCN(C(=O)COC(=O)c1ccc(Br)o1)C1CCCCC1	-2.2	-1	-8	2	107	-29	-3.3	6	-1
O=C(CN(Cc1ccc(Cl)cc1)C(=O)c1csnn1)NCc1ccc(F)cc1	-4.0	2	0	-9	101	-22	-2.5	10	6

Arranged by value in UBC9 SUMO inh (highest first): 4 from the list above.
Molecule,UBC9 SUMO inh
Cc1cc(/C=C2\SC(=S)N(C)C2=O)c(C)n1-c1cccc(O)c1,15
CC(=O)n1nc(-c2ccncc2)nc1SCC(=O)Nc1cccc(Cl)c1,10
CCN(C(=O)COC(=O)c1ccc(Br)o1)C1CCCCC1,2
CC(=O)Nc1cccc(CCc2nc3ccccc3[nH]2)c1,-2

In the list so far, these contain bromine:
SMILES	VIM-2 inhibitor	MEKK2 mut-MEK5	NALP1 inh	UBC9 SUMO inh	MEKK2 WT-MEK5	DNA FID counter	IMP-1 inh	NS3 helicase inh	PfM18AAP inh
CCOc1ccc(CC(=O)NNC(=S)Nc2ccccc2)cc1Br	-2.5	-2	6	-79	102	-29	-3.0	-3	3
CCN(C(=O)COC(=O)c1ccc(Br)o1)C1CCCCC1	-2.2	-1	-8	2	107	-29	-3.3	6	-1

An excerpt of these results, as labelled records.
Compound: CC1CCCN(C(c2cccs2)c2nnnn2Cc2ccccc2)C1 (centres undefined)
- VIM-2 inhibitor: -2.0
- MEKK2 mut-MEK5: 1
- NALP1 inh: 6
- UBC9 SUMO inh: -16
- MEKK2 WT-MEK5: 93
- DNA FID counter: -26
- IMP-1 inh: -2.6
- NS3 helicase inh: -5
- PfM18AAP inh: 7
Compound: CCCCN(C)C(=S)Nc1ccc2nc(N3CCN(CC)CC3)cc(C)c2c1
- VIM-2 inhibitor: -1.1
- MEKK2 mut-MEK5: 6
- NALP1 inh: -18
- UBC9 SUMO inh: 10
- MEKK2 WT-MEK5: 115
- DNA FID counter: 16
- IMP-1 inh: -3.8
- NS3 helicase inh: -17
- PfM18AAP inh: 2

Random draw from the library, and some 4.7% of all compounds hit somewhere here.
